CCR6 antagonist = CCR6 receptor antagonists, primary screen, cell-based, CHO-K1, luminescence, beta-arrestin, uHTS | CHO-K1 CCR6 PathHunter beta-arrestin, CCL20-stimulated | AID 493098, 2011 | inhibition, % at 20 µM | C-C chemokine receptor type 6 (Homo sapiens), P51684 | hit rate 0.49% among 340,000;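 active = compounds whose inhibition of the agonist-driven luminescence signal at 20 µM reaches about 50%, limit read from the data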;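 note: cells stimulated with CCL20 at 14 nM final; plate controls were DMSO with CCL20 for no effect and DMSO without agonist for full effect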
Target sequence (P51684 whole entry, looked up): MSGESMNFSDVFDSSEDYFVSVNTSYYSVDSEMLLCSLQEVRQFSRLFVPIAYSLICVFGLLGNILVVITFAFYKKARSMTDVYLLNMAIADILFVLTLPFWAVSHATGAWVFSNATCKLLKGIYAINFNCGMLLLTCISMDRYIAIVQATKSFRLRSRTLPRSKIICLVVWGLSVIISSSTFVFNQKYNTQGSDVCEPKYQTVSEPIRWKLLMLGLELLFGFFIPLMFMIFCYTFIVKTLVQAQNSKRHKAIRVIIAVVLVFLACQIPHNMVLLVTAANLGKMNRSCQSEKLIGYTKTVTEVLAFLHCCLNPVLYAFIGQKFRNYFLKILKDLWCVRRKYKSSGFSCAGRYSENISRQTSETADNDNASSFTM
Gli-Sufu antag = Gli-Sufu pathway antagonists, primary screen, luciferase luminescence, Sufu-KO-LIGHT cells, uHTS. Sufu-KO-LIGHT fibroblasts, Gli luciferase reporter luminescence. inhibition, % at 5 µM. hit rate 0.74% among 340,000;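 active = inhibition above about 55%, limit read from the data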;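 note: 0% = DMSO-treated cells and 100% = wells with medium but no cells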
CXCR6 inh = CXCR6 receptor inhibitors, primary screen, cell-based, beta-arrestin, luminescence, CHO-K1 PathHunter, 1536-well | hit rate 0.36% among 360,000 | inhibition, % at 20 µM | C-X-C chemokine receptor type 6 (Homo sapiens), O00574; in the data active = inhibition above about 34%, passing the limit was not always enough;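 note: antagonist mode with CXCL16 agonist at 10 nM final; 0% = 10 nM CXCL16 with DMSO and 100% = unstimulated wells without agonist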
Target sequence (O00574 whole entry, looked up): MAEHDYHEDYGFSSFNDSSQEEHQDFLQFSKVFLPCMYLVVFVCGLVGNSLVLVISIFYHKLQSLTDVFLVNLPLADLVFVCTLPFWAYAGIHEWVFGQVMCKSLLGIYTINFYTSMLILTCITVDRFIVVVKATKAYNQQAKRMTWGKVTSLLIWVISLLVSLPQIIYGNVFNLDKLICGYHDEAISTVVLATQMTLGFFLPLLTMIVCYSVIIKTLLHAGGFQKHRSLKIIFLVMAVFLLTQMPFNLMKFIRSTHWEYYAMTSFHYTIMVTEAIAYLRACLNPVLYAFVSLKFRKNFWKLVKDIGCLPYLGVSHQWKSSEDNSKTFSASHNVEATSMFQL
A3G deaminase = APOBEC3G DNA deaminase inhibitors, primary screen, biochemical, fluorescence, single-stranded DNA substrate, uHTS | DNA dC->dU-editing enzyme APOBEC-3G (Homo sapiens), Q9HC16 | inhibition, % at 20 µM | hit rate 0.28% among 330,000 | recombinant A3G, ssDNA deamination FAM/TAMRA fluorescence | AID 493012, 2011;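 active = inhibition of at least 40% at 20 µM, with no more than 30% in the related APOBEC3A deaminase screen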;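 note: plate controls were DMSO wells with A3G for no effect and wells lacking A3G enzyme for full effect; some compounds called inactive have numbers as strong as hits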
MPTP inh = mitochondrial permeability transition pore inhibitors, primary screen, biochemical, isolated mouse mitochondria, absorbance. Ca2+ swelling absorbance, 30 min. inhibition, % at 10 µM. hit rate 1.4% among 360,000. AID 602449, 2012;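 active = inhibition of 50% or more, scaled per plate between neutral and stimulator controls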;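 note: 0% = DMSO wells given calcium and 100% = 1 mM EGTA wells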
EBI2 antag = EBI2 receptor antagonists, beta-arrestin recruitment, primary screen, cell-based, luminescence, 7a,25-OHC stimulation, uHTS. G-protein coupled receptor 183 (Homo sapiens), P32249. inhibition, % at 5 µM. 7a,25-OHC stimulated. hit rate 0.81% among 360,000; in the data active = inhibition above about 38%;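 note: enzyme fragment complementation signal reports receptor beta-arrestin coupling in cells; 0% = agonist plus DMSO wells and 100% = wells without agonist; some results beyond the cut were filed as inactive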
APOBEC3A inh = APOBEC3A ssDNA deaminase inhibitors, primary screen, selectivity assay for APOBEC3G inhibitor project, biochemical, FAM/TAMRA oligo cleavage fluorescence. DNA dC->dU-editing enzyme APOBEC-3A (Homo sapiens), P31941. recombinant A3A, FAM/TAMRA ssDNA deamination fluorescence. inhibition, % at 20 µM. hit rate 0.41% among 330,000. AID 493011, 2011;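 active = at least 40% inhibition at 20 µM here, with at most 30% in a related deaminase screen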;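 note: plate controls were A3A with DMSO for no effect and wells lacking A3A enzyme for full effect; some results filed as inactive read as strong as hits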
Target sequence (P31941 whole entry, looked up): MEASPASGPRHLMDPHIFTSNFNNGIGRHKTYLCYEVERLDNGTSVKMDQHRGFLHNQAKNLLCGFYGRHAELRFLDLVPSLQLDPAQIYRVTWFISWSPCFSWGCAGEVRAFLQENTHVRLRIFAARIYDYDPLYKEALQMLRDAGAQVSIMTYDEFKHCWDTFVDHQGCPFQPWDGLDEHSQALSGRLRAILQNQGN
GRIN3A LBD mod = binders of NR3A ligand-binding domain, primary screen, biophysical, differential scanning fluorimetry, uHTS; NR3A LBD differential scanning fluorimetry, Tm shift; 0% = protein alone, 100% = glycine-bound protein; Tm shift relative to glycine control, % at 25 µM; hit rate 2.5% among 340,000;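 active = melting temperature shift of at least 10% of the positive control shift, at one fixed dose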
The depositor's hits bear a star; nt = not tested or not shown.

Sequence of screens – CCR6 antagonist	Gli-Sufu antag	CXCR6 inh	A3G deaminase	MPTP inh	EBI2 antag	APOBEC3A inh	GRIN3A LBD mod
#1 O=C(C1=C(O)C(=O)N(c2ncccn2)C1c1cccc(Cl)c1)c1ccco1 (stereo not given)
→ 1	0	1	-7	-1.4	7	3	-3
#2 CC1CCCC(NC(=O)C2N(CCCN3CCCC3)C(=O)C3C(C(=O)Nc4cccc(Cl)c4)C4C=CC32O4)C1C (stereo not given)
→ -1	-6	5	-5	-0.6	-9	-3	1
#3 Cc1ccc(C)c(NS(=O)(=O)c2ccc(NC(=O)CSc3ccc(Cl)cc3)cc2)c1
→ 12	-2	-12	-2	5.5	-1	-1	1
#4 CN(CC(=O)NCc1ccccc1Cl)CC(=O)Nc1cccc(F)c1
→ -2	-4	-4	-10	0.9	2	1	1
#5 CC(C)C[C@H](CO)Nc1nc(N(C)c2cccc(Cl)c2)c2ncn(C(C)C)c2n1
→ 22	4	0	-7	0.3	28	-3	-1
#6 N=C(N)c1ccc(N=Nc2c(O)ccc3c2[nH]c2ccccc23)cc1
→ 15	-5	-6	nt	5.0	2	nt	29*
#7 Cc1cccc(N(CC(=O)Nc2ccc(-c3nc4ccc(C)cc4s3)cc2)S(C)(=O)=O)c1
→ -14	-1	-5	-6	-3.7	10	-3	7
#8 CC(C)c1ccc(NC(=O)/C(C#N)=C/c2ccncc2)cc1
→ 29	5	11	1	-2.4	21	0	-4
#9 O=C(Nc1ccccc1N1CCOCC1)c1cccnc1
→ -3	-2	-2	-6	0.4	-22	0	0
#10 COc1cc(C(=O)O)ccc1OCC(=O)N1CCOCC1
→ 15	1	-3	0	0.4	-8	8	4
#11 COc1ccc(N(CC(=O)N/N=C(\C)c2ccccc2)S(=O)(=O)c2ccccc2)cc1
→ 5	-3	2	-11	1.1	3	-3	1
#12 COc1cc(NC(=O)C2CCCCN2)ccc1OCC(C)C (stereo not given)
→ 13	-2	-14	0	5.4	-1	-1	-2
#13 COc1ccc(CNC(=O)CNC(=O)c2cccs2)c(OC)c1
→ 8	1	-8	-1	-1.8	7	-1	3
#14 Cc1ccc(CSCC(=O)N2CCOCC2)cc1
→ -7	-7	-5	-4	-2.6	-8	-3	-1
#15 Cc1ccc2c(c1)COc1c3ccc(C(=O)O)cc3nn1-2
→ 6	nt	0	-1	-1.7	5	11	-1
#16 Cc1cc(NC(=O)CN2C(=O)/C(=C/c3cccc(Br)c3)SC2=S)no1
→ 1	12	-5	-6	0.7	-8	-3	0
#17 CSCC(=O)NCC1(N(C)Cc2ccccc2)Cc2ccccc2C1
→ 13	-8	-8	-5	0.8	4	2	0
#18 COCCCn1c(SCC(=O)N2CCCC(C)C2)nnc1-c1ccco1 (stereo not given)
→ -7	3	5	-6	0.3	2	-5	-3
#19 CCOC(=O)N1CCC(NC(=O)C2CCN(S(=O)(=O)c3cnc[nH]3)CC2)CC1
→ 3	-3	-1	-1	-0.1	-3	1	1
#20 O=C(/C=C(\O)c1ccc(Cl)cc1)C(=O)NNC(=O)C(O)(c1ccccc1)c1ccccc1
→ 26	2	27	7	-2.5	12	4	6
#21 CCc1ccccc1NC(=O)C1CCCN(c2ncnc3onc(-c4ccc(F)cc4)c23)C1 (stereo not given)
→ 7	16	-3	-6	0.0	5	-1	0
#22 CCCCCCCCC1=NCCc2c1[nH]c1ccccc21
→ 15	25	1	5	3.3	15	1	-9
#23 O=S(=O)(c1ccc(Cl)cc1)N1CCN(C2CCCCCC2)CC1
→ 20	8	-7	-5	0.2	0	-6	1
#24 CC(=O)c1ccc(N(C)C)cc1
→ -5	-1	-9	-3	-2.4	-20	-3	-2
#25 Cc1cc2c(=O)n(C)c(SCC(=O)NCC3CCCO3)nc2s1 (stereo not given)
→ 6	5	-11	nt	-2.6	-4	nt	0
#26 COc1ccc(N2CC(C(=O)NC3CC(C)(C)NC(C)(C)C3)CC2=O)cc1 (stereo not given)
→ -4	-13	-6	-8	0.1	-5	0	-2
#27 COc1ccccc1OCCSc1nnnn1C1CCCCC1
→ 26	-11	-6	-7	-1.7	0	-10	0
#28 CC(C)(C)NC(=O)CCN(/N=C/c1ccccc1O)C1=NS(=O)(=O)c2ccccc21
→ 20	44	-4	-10	0.6	21	-5	-3
#29 COc1ccc(-c2ncncc2-c2csc(C)n2)c(O)c1
→ 0	3	12	-4	0.7	-3	-9	0
#30 O=C(COc1ccccc1C(=O)NCC1CCCO1)Nc1ccc(Cl)cc1Cl (stereo not given)
→ 11	3	4	2	0.4	4	4	1
#31 Cc1cc(C)n2nc(N)c(N=Nc3ccc4c(c3)OCO4)c2n1
→ -6	33	1	-1	2.6	5	4	-5
#32 O=C(NCc1cnn(-c2ccccc2)c1)C1CCC(=O)N(C2CC2)C1 (stereo not given)
→ -3	3	3	-4	0.1	6	-1	1
#33 CS(=O)(=O)N(CC(=O)N1CCN(Cc2ccccc2)CC1)c1cccc(F)c1
→ -8	7	-10	-3	-0.2	3	17	-3
#34 Clc1ccccc1Nc1ncnc2c1nnn2Cc1ccccc1
→ -9	5	2	-3	-1.3	-6	-3	-2
#35 Cc1c(CC(=O)NCCCC(=O)O)c(=O)oc2cc3oc4c(c3cc12)CCCC4
→ 3	-2	-8	-10	0.3	14	-8	-2
#36 N#C/C(=C/c1cn(-c2ccccc2)nc1-c1cccc(S(=O)(=O)N2CCCC2)c1)C(=O)NCc1ccco1
→ 24	-2	4	-7	-0.3	41	-3	-6
#37 Cc1cc(C(=O)C(C)OC(=O)c2cnccn2)c(C)n1-c1ccccc1 (stereo not given)
→ 7	1	4	0	-1.0	-10	-1	-1
#38 C[C@H](CO)N1C[C@H](C)[C@@H](CN(C)S(=O)(=O)c2ccc(F)cc2)Oc2ccc(NC(=O)C3CC3)cc2C1=O
→ 6	12	-4	-5	-2.3	-3	-4	2
#39 COc1ccc(N2CCN(c3ccnc4cc(Cl)ccc34)CC2)cc1
→ 4	1	-9	-4	-1.2	9	-1	1
#40 Cn1nnc2cc(C(=O)Nc3ccc4ccccc4c3)ccc21
→ 4	-66	1	-7	0.6	16	-2	21*
#41 O=C(NCc1ccco1)C(=O)NCc1ccccc1Cl
→ -5	-31	0	-4	25	-1	-1	-5
#42 c1cnc2ccc(C(c3nnnn3C3CCCC3)N3CCSCC3)cc2c1 (stereo not given)
→ -6	-12	14	-1	-1.4	10	-1	-1
#43 Cc1cc(=O)oc(C)c1C(=O)Nc1ccc2nsnc2c1
→ 11	17	4	0	-6.8	-5	-5	0
#44 CC(=O)N(C)c1ccc(OCC(O)Cn2c(C)nc3ccccc32)cc1 (stereo not given)
→ 10	45	-5	-5	1.3	-2	-3	1
#45 CC(=NNc1nc2ccccc2o1)c1ncccn1
→ 1	53	-7	nt	0.4	55*	nt	0
#46 N#CCCN(Cc1cccnc1)C(=S)NC(=O)c1ccc(S(=O)(=O)N2CCCC2)cc1
→ -4	1	3	4	0.4	4	2	0
#47 Cc1cc2cc(C(c3nnnn3Cc3ccco3)N3CCCCC3)c(=O)[nH]c2cc1C (stereo not given)
→ 0	5	-1	-2	0.5	1	6	0
#48 C[C@@H]1CN(S(=O)(=O)c2ccc3c(c2)OCCO3)CCN1S(=O)(=O)c1c(F)cccc1F
→ 7	-7	-4	12	2.5	-8	1	3
#49 CCc1ccc(N(CC(=O)N2CCOCC2)S(C)(=O)=O)cc1
→ -2	29	-3	-5	-2.0	2	-3	1
#50 Cc1nn(CC(=O)Nc2c(F)cc(F)cc2Br)c(=O)c2cccn12
→ 20	-8	1	4	-0.1	4	1	-2
#51 O=C(COC(=O)C1(c2ccc(F)cc2)CCCC1)NCc1ccc2c(c1)OCO2
→ 18	0	-1	-7	26	-4	-2	16*
#52 O=C(Nc1cccc(C(=O)O)c1)/C(=C\c1ccc2c(c1)OCO2)NC(=O)c1ccccc1
→ -13	2	8	-5	-1.6	17	-3	-1
#53 Cc1ccc(C(=O)N2CCCC(C(F)(F)F)C2)cc1S(=O)(=O)N1CCOCC1 (stereo not given)
→ 11	2	1	-2	-1.1	2	-1	0
#54 COc1ccccc1N1CCN(C(=O)CCNC(=O)c2ccco2)CC1
→ 0	-1	3	-6	-0.5	-1	0	0
#55 COc1ccc(C(N)=O)cc1NC(=O)CC(O)(C(F)(F)F)C(F)(F)F
→ -5	7	1	-8	-1.0	1	-5	1
#56 CC1CC(C)CN(CCCNC(=O)c2csc3c2CCCC3)C1 (stereo not given)
→ 12	5	-9	-4	0.6	-2	-7	0
#57 Cc1ccc(C(=O)N2CCCCC2)cc1NC1=C(Cl)C(=O)N(Cc2ccccc2)C1=O
→ 21	-6	-2	-6	0.0	4	-3	0
#58 O=C(NC(=S)NCCc1ccccc1)c1ccccc1F
→ 4	-15	-5	-4	1.1	8	-2	8
#59 CCc1ccc2nc(SCC(=O)N3CCCCC3)c(C#N)cc2c1
→ 8	-15	3	-8	4.3	9	-5	0
#60 Cc1cccc(C)c1NC(=S)N(CCN(C)C)Cc1cccs1
→ 4	11	5	-5	-1.3	0	-7	0

Further compounds
Sequence of screens – CCR6 antagonist	Gli-Sufu antag	CXCR6 inh	A3G deaminase	MPTP inh	EBI2 antag	APOBEC3A inh	GRIN3A LBD mod
#61 CN(Cc1ccccc1)C(=O)c1[nH]cnc1C(=O)N[C@@H](Cc1ccccc1)C(=O)OC(C)(C)C
→ 4	-2	-2	2	0.7	0	2	1
#62 CN(C)c1ccnc(Nc2ccccc2)c1C#N
→ 6	-2	1	1	-2.3	1	1	0
#63 O=C(CSc1nnc(CNC(=O)c2ccccc2)o1)NCC1CCCO1 (stereo not given)
→ 5	24	-2	-9	0.1	0	-3	3
#64 Cn1cccc1C1Nc2ccccc2NC2=C1C(=O)CC(C)(C)C2 (stereo not given)
→ 4	-29	16	-4	-0.1	14	-5	-3
#65 O=C(N1CCN(c2cccc(Cl)c2)CC1)C1(S(=O)(=O)c2ccc(Cl)cc2)CC1
→ 4	2	2	-3	2.2	1	-1	-1
#66 COc1ccc(N(CC(C)C)S(=O)(=O)c2nnc(NC(=O)c3ccco3)s2)cc1
→ 14	-13	4	-5	9.6	2	-1	0
